Vif-APOBEC3G blk: blocks the Vif interaction with human APOBEC3G; Q9HC16; HeLa A3G-eYFP + Vif (tagged APOBEC3G with the HIV-1 protein that degrades it), YFP fluorescence, overnight; 410,000 tested, 0.076% active; AID 602310; Potency, µM (titrated, usually from 46.1 µM), for inactives: top-dose activity, negative = active, usual class: inhibitors;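 note: potency is the fitted concentration of half-maximal effect; % is set by controls: 0 for no effect and ±100 for the full control effect; nearly all actives have a fitted effect of over 60% in size; hits raise eYFP signal because A3G escapes Vif-driven loss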
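HeLa cells stably expressing Vif and C-terminally eYFP-tagged A3G, seeded overnight at 37 deg C, then exposed to compound by pintool overnight at 37 deg C. Rise in yellow fluorescence (Ex 488/Em 500-530, Acumen) marks blocked Vif-driven A3G degradation.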
TrxR1 substrate: is turned over as a substrate by rat TrxR1; O89049; purified TrxR1 substrate turnover, NADPH consumption readout; Potency, µM (doses to about 114 µM), without a hit: top-dose activity change, negative = substrate turnover; 390,000 tested, 0.01% active; AID 588456; note: potency is the fitted concentration of half-maximal effect; % is set by controls: 0 for no effect and ±100 for the full control effect; nearly all actives have a fitted effect of over 50% in size
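Rat TrxR1, dispensed at 90 nM, was prereduced with 400 uM NADPH (final) for 5 min at ~22 deg C, then incubated with compound 15 min before 400 uM selenite. A first-read NADPH fluorescence drop versus no-compound background flagged substrates.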
USP1 inh: blocks the human USP1/UAF1 deubiquitinase complex; O94782; recombinant USP1/UAF1, Ub-Rhodamine cleavage fluorescence; Potency, µM (doses to about 57.1 µM), inactives show top-dose activity change, negative = inhibition, most hits filed as inhibitors; 390,000 tested, 0.23% active; note: potency is the fitted concentration of half-maximal effect; % is set by controls: 0 for no effect and ±100 for the full control effect; nearly all actives have a fitted effect of over 60% in size; inactives centre near -12
Target sequence (O94782 whole entry, looked up): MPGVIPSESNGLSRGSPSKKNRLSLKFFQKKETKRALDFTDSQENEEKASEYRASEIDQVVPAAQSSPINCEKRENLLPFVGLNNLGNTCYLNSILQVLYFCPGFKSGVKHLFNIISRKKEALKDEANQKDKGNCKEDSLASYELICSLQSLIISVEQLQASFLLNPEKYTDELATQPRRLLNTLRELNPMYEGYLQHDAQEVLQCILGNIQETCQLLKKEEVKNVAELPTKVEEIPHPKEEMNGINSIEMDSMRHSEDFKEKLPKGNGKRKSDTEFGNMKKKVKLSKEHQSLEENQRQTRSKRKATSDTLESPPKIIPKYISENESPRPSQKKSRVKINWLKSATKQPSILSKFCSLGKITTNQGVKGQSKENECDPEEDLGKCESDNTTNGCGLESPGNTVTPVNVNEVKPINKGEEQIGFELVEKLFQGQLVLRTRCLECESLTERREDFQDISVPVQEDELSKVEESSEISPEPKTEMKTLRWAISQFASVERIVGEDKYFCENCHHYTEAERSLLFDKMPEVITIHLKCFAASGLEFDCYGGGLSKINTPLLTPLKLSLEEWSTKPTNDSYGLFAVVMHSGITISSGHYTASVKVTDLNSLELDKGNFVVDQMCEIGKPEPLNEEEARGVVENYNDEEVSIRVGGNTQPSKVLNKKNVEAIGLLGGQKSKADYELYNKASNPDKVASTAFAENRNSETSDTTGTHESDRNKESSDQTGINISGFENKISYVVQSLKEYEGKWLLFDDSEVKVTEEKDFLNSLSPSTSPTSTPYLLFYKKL
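In this screen, compounds sit with the deubiquitinase complex (1nM) for 15 min at room temperature before Ub-Rho is added at 150nM final. Fluorescence rise is then followed for 6 reads every 60 seconds.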
Vif-APOBEC3F blk: Vif-A3F binding inhibition | 390,000 tested, 0.2% active | HeLa A3F-eYFP + Vif (tagged APOBEC3F with the HIV-1 protein that degrades it), YFP fluorescence increase | Potency, µM (highest dose often 46.1 µM), inactives show at the top dose activity, negative = active | AID 602313; note: potency is the fitted concentration of half-maximal effect; % of control where 0% means no effect; nearly all actives have a fitted effect of over 65% in size
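HeLa cells stably expressing Vif plus C-terminally eYFP-tagged A3F were seeded, incubated overnight at 37 deg C, dosed with compound, incubated overnight again at 37 deg C. Yellow fluorescence (Ex 488/Em 500-530) reported blocked Vif-mediated A3F-eYFP degradation.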
mIDH1 inhibitor: blocks human mutant IDH1 R132H enzyme; 390,000 tested, 0.093% active; Potency, µM (doses to about 76.6 µM), without a hit: top-dose activity change, negative = inhibition, hits mostly inhibitors; IDH1-R132H enzyme, NADPH consumption, diaphorase/resazurin fluorescence; note: potency is the fitted concentration of half-maximal effect; % is set by controls: 0 for no effect and ±100 for the full control effect; nearly all actives have a fitted effect of over 65% in size
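IDH1-R132H (0.5 ug/mL dispensed) in pH 7.5 Tris buffer was preincubated 30 min with compound, then given a substrate mix of 0.016 mM NADPH and 2 mM alpha-KG for 80 min at room temperature; remaining NADPH was read by diaphorase/resazurin fluorescence.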
GRP78 ERSR act: inducers of ER stress response in human glioma cells. 420,000 tested, 0.02% active. Potency, µM, inactives show at the top dose activation, actives largely listed as activators. U87-MG GRP78 promoter luciferase reporter, 16 h; note: potency is the fitted concentration of half-maximal effect; series mostly up to about 76 µM; % of control where 0% means no effect; nearly all actives have a fitted effect of over 35% in size
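ERSR induction read as luciferase luminescence (Bright-Glo, 10 min at room temperature) in stably transfected human U87-MG glioma cells exposed to compounds for 16 h, using GRP78 as sensor.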
rTrxR1 inhibitor: blocks rat thioredoxin reductase 1; recombinant rTrxR1, NADPH fluorescence consumption, selenite substrate; Potency, µM (series often up to 114 µM), inactives show top-dose activity change, negative = inhibition, hits mostly inhibitors; 390,000 tested, 1% active; AID 588453; note: potency is the fitted concentration of half-maximal effect; % is set by controls: 0 for no effect and ±100 for the full control effect; nearly all actives have a fitted effect of over 65% in size
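Rat TrxR1 (90 nM in the dispensed reagent) was pre-reduced with 400 uM NADPH for 5 min at room temperature, then incubated with compound for 15 min. After 400 uM selenite was added, NADPH fluorescence (Ex 340/Em 450 nm) was followed for 8 min.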
RGS4 inh: human RGS4 inhibition; P49798; Transcreener GDP fluorescence polarization, RGS4-accelerated GTP hydrolysis; Potency, µM (series often up to 114 µM), without a hit: at the top dose activity change, negative = inhibition, usual class: inhibitors; 390,000 tested, 0.039% active; note: potency is the fitted concentration of half-maximal effect; % is set by controls: 0 for no effect and ±100 for the full control effect; nearly all actives have a fitted effect of over 75% in size; some results filed as inactive show a strong effect at the top dose
Target sequence (P49798 whole entry, looked up): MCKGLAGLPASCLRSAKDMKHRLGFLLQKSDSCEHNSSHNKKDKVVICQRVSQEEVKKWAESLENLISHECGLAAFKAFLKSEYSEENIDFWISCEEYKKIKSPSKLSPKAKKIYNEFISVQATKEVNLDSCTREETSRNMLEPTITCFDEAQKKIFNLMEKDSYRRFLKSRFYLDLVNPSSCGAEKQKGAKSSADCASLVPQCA
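MLSMR compounds (23 nl, pin-transferred) preincubated 10 min at room temperature with a 500nM (2x) first reagent, then RGS4 at 900nM (2x) plus Transcreener GDP mix added; fluorescence polarization (620/688 nm) read before and after 90 min at 30 °C.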
LDHA block: LDHA (human) enzyme inhibition; purified LDHA, NADH/diaphorase-resazurin fluorescence; hits give low values; P00338; 480,000 tested, 0.15% active; activity change, % (values are at about 110 or 230 µM); AID 1347041; in the data active = activity change below about -30%; inconclusive = mostly about -25% to -30%;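 note: plate controls were DMSO wells for no effect and wells without enzyme for full effect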
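Enzyme activity of human lactate dehydrogenase 5 (2 nM; 0.06 mM NADH, 0.2 mM pyruvate, 5 min, RT) is measured via a resazurin/diaphorase fluorescence readout of residual NADH.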
An asterisk follows results filed as active; u = inconclusive; x = not tested or not shown; & = joins results of further samples; [ ] = remark or other dose. Unless noted, calls come from the whole dose curve; as a rule, active = well fitted curve in the direction sought with a large enough effect; inconclusive = small, poorly fitted or top-dose-only effect, or another doubt; inactive = no such curve, though single readings can be large; an effect the other way counts as inactive or inconclusive. Not all compounds are listed. The share of hits here may be higher or lower than overall.

SMILES | Vif-APOBEC3G blk | TrxR1 substrate | USP1 inh | Vif-APOBEC3F blk | mIDH1 inhibitor | GRP78 ERSR act | rTrxR1 inhibitor | RGS4 inh | LDHA block
Cc1ccc(OCC(=O)NCCNC(=O)c2ccco2)cc1C | 0% | -3% | -13% | 17% | -10% | -3% | 2% | 8% | -3
CC(C)C(C(=O)Nc1ccc(N2CCOCC2)cc1)N1C(=O)c2ccccc2C1=O (stereo not drawn) | 2% | 11% | -6% | -4% | 3% | -2% | 16% | 3% | -4
CC(=O)N1CCCc2cc(S(=O)(=O)N3CCCC(C)C3)ccc21 (stereo not drawn) | 3% | 6% | -31% | -10% | -4% | -4% | 21% | 22% | -3
Cc1cc(NC(=O)c2ccc(Cl)cc2)c(C(C)C)cc1O | 0% | -8% | -24% | -6% | 1% | -1% | -10% | -20% | 0
O=C1c2ccccc2/C(=C\c2ccc3[nH]ccc3c2)N1c1ccccc1 | -10% | 20% | -26% | -6% | 10% | 11% | 46%[activator] | 10% | -4
CC(C)CNS(=O)(=O)c1ccc(CCC(=O)N2CCN(Cc3ccccc3)CC2)cc1 | 0% | 7%[57.1 µM] | -12% | 3% | 0% | -3% | -13%[57.1 µM] | -17% | 0
CCOc1ccc(C(=O)COC(=O)CC)cc1 | 4% | 11%[57.1 µM] | 9% | -27% | 2% | -3% | 23% | -41% | 0
O=C(NCCCn1ccnc1)C1CCCN(S(=O)(=O)c2cc(Cl)ccc2Cl)C1 (stereo not drawn) | 1% | 9%[0.0914 µM] | -8% | 11% | 1% | 0% | 29%[57.1 µM] | -9% | -3
C=CCNC(=O)CN1C(=O)NC(C)(c2ccc(OC)cc2)C1=O (stereo not drawn) | -4% | 9% | -14% | -2% | 2% | -5% | 24% | 7% | -9
O=C(NC(N1CCOCC1)C(Cl)(Cl)Cl)c1ccc(Br)cc1 (stereo not drawn) | 2% | 6%[57.1 µM] | -10% | 5% | 25% | 8% | u | 13% | -9
COCCN(C(=O)COC(=O)C1(c2ccccc2)CC1)c1c(N)n(CC(C)C)c(=O)[nH]c1=O | 2% | -3%[57.1 µM] | -8% | 4% | -2% | -3% | 5% | 16% | -4
O=C(NCCN1CCOCC1)C1CCC(=O)N1Cc1ccccc1Cl (stereo not drawn) | 0% | -5% | -10% | -15% | -4% | 3% | -9% | -30% | -5
Cc1ccc([C@H]2C[C@@H](O)[C@H](n3cc(C4CC4)nn3)CN2C(=O)c2cccs2)cc1 | 0% | x | -13% | 1% | -8% | -2% | x | x | -7
CC(=O)c1ccc(NC(=O)c2cccc(NC(=O)N3CCSc4ncccc43)c2)cc1 | -10% | 10% | -1% | 0% | 7% | -3% | 14% | -26% | -10
COc1cccc(OCC(=O)NNC(=O)c2ccc3ccccc3c2)c1 | 0% | 2% | -18% | -7% | -8% | 0% | 1% | -7% | -9
O=C(NCc1ccc(F)cc1)c1ccc2c(=O)n3c(nc2c1)CCCCC3 | 1% | -6%[57.1 µM] | -15% | 4% | 10% | -3% | 5%[57.1 µM] | 11% | 2
Nc1c(-c2cccc(Cl)c2)cnn1-c1cccc(C(F)(F)F)c1 | 2% | 3%[57.1 µM] | -16% | 6% | 9% | 8% | 13%[57.1 µM] | -5% | 3
O=c1cnnc(Nc2cccc(F)c2)[nH]1 | 1% | -3%[57.1 µM] | -14% | 11% | -10% | -5% | 1%[57.1 µM] | 23% | -9
c1ccc(-c2nnc(-c3c[nH]c4ccccc34)nc2-c2ccccc2)cc1 | 1% | 10%[57.1 µM] | -11% | -10% | 0% | -2% | 14%[57.1 µM] | -3% | -7
Oc1ccc(/C=N/n2c3ccccc3c3ccccc32)cc1 | -15% | 0% | -18% | -9% | 8% | u | 33%[0.457 µM] | -44% | -2
CC(=O)c1cccc(NC(=O)CC(C)n2ccnc2)c1 (stereo not drawn) | -1% | 4% | -13% | -19% | 4% | -2% | 21% | 6%[56.9 µM] | -18
CCCCCCCCc1nc(=S)[nH][nH]1 | 2% | 5% | -19% | 4% | 0% | -1% | -11% | u | 0
O=C(NNC(=O)c1cccc(S(=O)(=O)N2CCc3ccccc32)c1)c1ccccc1 | 2% | 2%[57.1 µM] | 2% | -21% | -2% | 2% | -8%[57.1 µM] | 6% | -1
Cc1c(/C(O)=C2\C(=O)C(=O)N(CCN(C)C)C2c2ccco2)cnn1-c1ccccc1 (stereo not drawn) | -1% | -1% | -7% | -5% | -5% | -1% | -4% | 8% | 0
Cc1ccc(NC(=O)Cn2c(=O)n(-c3ccccc3)c(=O)c3ccc(C(=O)NCc4ccc5c(c4)OCO5)cc32)c(C)c1 | u | 5% | -18% | u | -11% | -3% | 13% | -3% | 2
c1ccc(-c2cc(N3CCOCC3)nc3ccccc23)cc1 | 3% | 52%[activator] | -21% | 5% | 1% | -1% | 19% | -36% | -15
O=C(COC(=O)c1ccc2ccccc2c1O)NCC(F)(F)F | -2% | 18%[57.1 µM] | -11% | 3% | 7% | u | 38%[activator][57.1 µM] | -52%[56.9 µM] | 4
Cc1cc(/C=C2/SC(=O)NC2=O)c(C)n1-c1ccc(N2CCOCC2)cc1 | 2% | 4% | -10% | -2% | 2% | -3% | 13% | -32% | -4
COc1ccc(N2C(=NC(=O)C3CC3)SC3CS(=O)(=O)CC32)cc1Cl (stereo not drawn) | -3% | 6% | -7% | 4% | 5% | 1% | 30% | -6% | -13
COc1cc2[nH]c(O)c(C=O)c2cc1OC | 0% | -4%[57.1 µM] | -12% | -5% | -1% | -2% | -8%[57.1 µM] | -7% | 15
CC(=O)Oc1ccc([N+](=O)[O-])cc1N1C(=O)c2ccccc2C1=O | 0% | -18% | -6% | 2% | -1% | -3% | -20% | 11% | -1
CCCCC(=O)NC(c1ccccc1Cl)c1ccc2cccnc2c1O (stereo not drawn) | -18% | -4% | -2% | 0% | -7% | -5% | 1% | 16% | 12
O=C(Oc1ccc2ccc(OC(=O)N3CCOCC3)cc2c1)N1CCOCC1 | -2% | -9% | -4% | 8% | -1% | 4% | -7% | 6% | 1
Cc1cc(C)n2nc(C(=O)OCC(=O)NNC(=O)c3ccccc3)nc2n1 | -9% | -7% | -10% | 11% | -12% | -4% | 1% | 17% | -7
Cc1cccc(CCNC(=O)CC2C(=O)NCCN2Cc2ccc(F)c(F)c2)n1 (stereo not drawn) | -2% | -1% | -27% | -12% | -7% | -5% | -5% | 27% | -1
C=CCOn1c(=O)c(-c2ccc(Br)cc2)[n+]([O-])c2ccccc21 | -1% | -3%[57.1 µM] | -4% | -4% | 7% | -1% | -3%[57.1 µM] | 14% | -10
CCOC(=O)CCC(=O)Nc1ncnc2c1C(c1ccccc1)c1c(ccc3ccccc13)O2 (stereo not drawn) | -24% | 17%[57.1 µM] | x | 6% | x | -6% | 55% | -7% | -8&-12
COc1ccc(CNCc2ccc(C(=O)O)s2)cc1 | 2% | 3% | -22% | 4% | 0% | 0% | -21% | -24% | -20
Cc1ccc(CNC(=O)[C@@H](NC(=O)C2CCN(C(=O)[C@@H]3CCCN3)CC2)C(C)C)cc1 | 2% | -1% | -25% | 0% | 4% | 0% | -6% | -5% | 2
CCC(C)(C)NC(=O)C(c1ccc(C)cc1)N(Cc1ccco1)C(=O)CCC(=O)Nc1nccs1 (stereo not drawn) | -2% | 7%[57.1 µM] | 5% | -3% | -4% | -5% | -4%[57.1 µM] | -19% | -1

The final three entries of the part above lead into the next:
SMILES | Vif-APOBEC3G blk | TrxR1 substrate | USP1 inh | Vif-APOBEC3F blk | mIDH1 inhibitor | GRP78 ERSR act | rTrxR1 inhibitor | RGS4 inh | LDHA block
COc1ccc(CNCc2ccc(C(=O)O)s2)cc1 | 2% | 3% | -22% | 4% | 0% | 0% | -21% | -24% | -20
Cc1ccc(CNC(=O)[C@@H](NC(=O)C2CCN(C(=O)[C@@H]3CCCN3)CC2)C(C)C)cc1 | 2% | -1% | -25% | 0% | 4% | 0% | -6% | -5% | 2
CCC(C)(C)NC(=O)C(c1ccc(C)cc1)N(Cc1ccco1)C(=O)CCC(=O)Nc1nccs1 (stereo not drawn) | -2% | 7%[57.1 µM] | 5% | -3% | -4% | -5% | -4%[57.1 µM] | -19% | -1
O=C(c1ccccc1C(=O)N(c1ccccc1)c1ccccc1)N1CCCCC1 | 4% | 6% | -9% | 3% | 1% | -4% | 3% | 0% | -7
Cc1[nH]c(=O)[nH]c(=O)c1S(=O)(=O)N(C)Cc1ccccc1 | -4% | -7% | 5% | 9% | 3% | 4% | -11% | -1% | -6
COc1cc(NC(=O)C2CCCN(S(=O)(=O)c3ccc4c(c3)CCCN4C(C)=O)C2)cc(OC)c1 (stereo not drawn) | 0% | -5% | -3% | -15% | 0% | -5% | 13% | 28% | 5
COC(=O)c1ccc(C(=O)NC(=S)Nc2nc3c(s2)CC(C)CC3)cc1 (stereo not drawn) | 0% | -19% | -2% | 1% | 4% | -2% | -17% | -9% | -2
CC(=O)c1c(C)[nH]c(C(=O)NCCc2ccccc2)c1C | -5% | 10%[57.1 µM] | -9% | -4% | 1% | -5% | 19%[57.1 µM] | u | -5
COc1ccc(CCCc2nnc(SCc3nc4ccccc4c(=O)[nH]3)n2C)c(C)c1 | 4% | -8% | -6% | 2% | -9% | -1% | -2% | 12% | -4
